DNMT1 block = inhibitors of human DNMT1 | P26358 | DNMT1 molecular beacon, Hinp1I cleavage, fluorescence | inhibition (reported as % activation of signal), % at 10 µM | 360,000 compounds, 0.83% hits; in the data active means inhibition above about 50%
NadD inh = inhibitors of Staphylococcus aureus NadD; inhibition, % at 20 µM; AID 602399; purified NadD enzyme, colorimetric absorbance read-out; 360,000 compounds, 0.78% hits; in the data active means inhibition above about 26%; further: some compounds past the cut are filed as inactive
Rpn11 inh = Rpn11 (human) deubiquitinase inhibition; O00487; human 26S proteasome, Ub4-pepOG fluorescence polarization; 20S core pre-blocked with epoxomicin; calls only at 20 µM; 360,000 compounds, 0.59% hits; AID 588493;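 active means inhibition at 20 µM, scaled to each plate's controls, above about 33%, limit read from the data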
Target sequence (O00487 whole entry, looked up): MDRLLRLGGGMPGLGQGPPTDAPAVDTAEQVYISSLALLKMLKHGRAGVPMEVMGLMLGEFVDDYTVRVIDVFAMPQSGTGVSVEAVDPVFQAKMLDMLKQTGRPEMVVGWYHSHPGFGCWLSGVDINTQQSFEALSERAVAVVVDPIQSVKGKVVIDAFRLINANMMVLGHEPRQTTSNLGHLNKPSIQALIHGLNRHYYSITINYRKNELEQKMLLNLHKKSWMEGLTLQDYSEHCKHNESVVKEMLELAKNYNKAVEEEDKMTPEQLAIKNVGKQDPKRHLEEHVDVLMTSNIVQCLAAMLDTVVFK
Scp1 inh = blocks human Scp-1 phosphatase activity | Recombinant Scp1, phosphopeptide, malachite green phosphate absorbance | inhibition, % at 20 µM | 340,000 compounds, 0.88% hits | Q9GZU7;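 active means inhibition above about 50% at 20 µM, limit read from the data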;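 further: plate controls were DMSO wells with enzyme for no effect and wells lacking enzyme for full effect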
Target sequence (Q9GZU7 76-261 limits assumed): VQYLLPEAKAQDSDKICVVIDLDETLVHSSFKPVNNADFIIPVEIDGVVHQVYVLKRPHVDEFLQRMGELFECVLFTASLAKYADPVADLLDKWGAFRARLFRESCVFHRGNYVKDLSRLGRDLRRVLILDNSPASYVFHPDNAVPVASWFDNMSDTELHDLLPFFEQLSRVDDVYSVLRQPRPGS
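Material – SCP-1 phosphatase catalytic domain, residues 76-261 · Buffer or medium – Acidic Tris acetate buffer with magnesium and detergent · Also added – Phospho 17-mer peptide substrate · Compound – single 20 µM dose, 1% DMSO · Times – 45 min room-temperature reaction, 5 min colour, 30 min stabiliser · Technique – Phosphate-binding colour reagent, absorbance read at 630 nm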
LMPTP inh = blocks human LMPTP phosphatase; P24666; recombinant LMPTP-A, OMFP fluorogenic substrate, fluorescence intensity; inhibition, % at 20 µM; 360,000 compounds, 0.22% hits; AID 651560;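 active means compounds that cut the enzyme signal by at least half of the control window in the single-dose screen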;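 further: plate controls were DMSO wells with enzyme plus substrate for no effect and substrate without enzyme for full effect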
Target sequence (P24666 whole entry, looked up): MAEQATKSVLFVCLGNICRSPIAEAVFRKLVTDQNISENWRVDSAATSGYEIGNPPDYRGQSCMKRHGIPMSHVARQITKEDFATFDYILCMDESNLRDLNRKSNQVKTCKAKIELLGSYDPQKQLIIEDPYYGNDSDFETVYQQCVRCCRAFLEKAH
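Material: LMPTP-A; amount: 0.625 nM enzyme; doses: single 20 µM dose; times: reaction 50 min, room temperature, dark; technique: fluorescence intensity of OMFP turnover product; benchmarks: no-enzyme and uninhibited controls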
SKN-1 block = C. elegans SKN-1 inhibition | C. elegans VP596 Pgst-4::GFP/RFP ratio, acrylamide-induced, 24 h | inhibition, % at 21.8 µM | 360,000 compounds, 0.49% hits | AID 624304;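 active means interference check ratio from 0.5 to 1.5 plus GFP to RFP signal ratio inhibition reaching or exceeding a fixed threshold, cut at about 30% in these data, passing the limit was not always enough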; further: some compounds called inactive have numbers as strong as hits
SUMO1 PPI mod = SUMO1-SIM interaction modulation. AID 602429. P63165. inhibition, % at 20 µM. 360,000 compounds, 0.33% hits. SUMO1 binding to a labelled peptide, TR-FRET, 1 h; in the data active means inhibition above about 37%
Target sequence (P63165 whole entry, looked up): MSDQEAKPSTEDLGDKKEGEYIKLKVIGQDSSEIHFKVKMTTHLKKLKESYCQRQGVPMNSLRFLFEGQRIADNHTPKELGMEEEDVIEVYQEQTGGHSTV
NRP1-CendR mod = alters CendR peptide binding to human NRP-1; O14786; FAM-RPARPAR peptide binding to NRP-1, fluorescence polarization; inhibition, % at 25 µM; 360,000 compounds, 0.85% hits;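 active means inhibition or corrected inhibition above about 18%, plus a signal ratio from 0.5 to 1.5, limit read from the data, passing the limit was not always enough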; further: strong numbers were not always called active
STEP block = blocks human striatal-enriched tyrosine phosphatase | P54829 | recombinant STEP, OMFP fluorogenic substrate, fluorescence | inhibition, % at 20 µM | 360,000 compounds, 0.25% hits | AID 588621;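 active means inhibition at 20 µM, scaled per plate between control wells, above about 37%, limit read from the data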;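 further: 0% = DMSO with enzyme and substrate and 100% = substrate only without enzyme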
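Test system: STEP tyrosine phosphatase / Reagent: OMFP at 25 µM / Doses: 20 µM, 1% DMSO / Read-out: percent inhibition scaled to no-enzyme and uninhibited-enzyme controls, plate-pattern corrected / Detection: FITC-channel fluorescence of OMFP product / Medium: Bis-Tris buffer pH 6.0, 2.5 mM DTT, 0.005% Tween 20 / Schedule: 20 min at room temperature, dark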
MT1-MMP act inh = inhibitors of human MT1-MMP activation; HT1080 RFP-PRO-GFP cells, GFP/RFP ratio fluorescence, overnight; percent of plate control window, DMSO zero; AID 651647; 360,000 compounds, 0.061% hits; GFP/RFP ratio change, % at 20 µM;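 active means GFP/RFP ratio change of at least 30% with cell ATP level not reduced by more than half and red fluorescence within 50% of control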; further: strong numbers were not always called active
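Compound: 20 µM single dose, 1% DMSO / System: HT1080 RFP-PRO-GFP cells / Controls: DMSO and RFP-L50D-GFP cell wells / Read-out basis: GFP/RFP fluorescence ratio / Schedule: overnight compound exposure at 37 °C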
Active calls of the source: *; i = inactive; nt = not tested or not shown.

SMILES	DNMT1 block	NadD inh	Rpn11 inh	Scp1 inh	LMPTP inh	SKN-1 block	SUMO1 PPI mod	NRP1-CendR mod	STEP block	MT1-MMP act inh
COc1ccc(C(C(=O)NC(C)(C)C)N(CCC(C)C)C(=O)CCC(=O)Nc2cc(C)on2)cc1 (stereo not drawn)	2	-3	i	-1	-0.6	-23	-5	0	1	1
O=C1NC(N2CCOCC2)=N/C1=C/c1ccc2c(c1)OCO2	-2	-6	i	-9	-0.8	-3	-10	-9	-1	-4
COc1cccc(C(=O)NCCC(=O)NCc2cc(=O)n(C)c(=O)n2C)c1	0	1	i	-6	-0.7	-1	4	9	-2	0
CSCCC1NC(=O)N(CC(=O)Nc2cccc3ccccc23)C1=O (stereo not drawn)	-2	-8	i	-5	-0.3	10	-8	2	-3	7
CCOC(=O)/C(=N\Nc1ccccc1[N+](=O)[O-])c1csc(Nc2ccccc2)n1	1	6	i	9	4.8	8	-15	-6	0	19
Cc1cc(C(=O)Nc2ccccc2C(=O)O)ccc1NC(=O)COc1cccc([N+](=O)[O-])c1	0	-1	i	-11	-0.7	0	-1	-3	-1	1
Cc1cccc(OCC(=O)N2CCCc3ccccc32)c1	1	1	i	-12	-0.9	6	5	-8	-4	3
O=C(NCc1ccco1)c1[nH]c(C(F)(F)F)nc1-c1ccccc1	-7	-7	i	nt	-0.5	-2	9	-8	-2	0
O=C(Nc1ncc(Cc2ccc(SC(F)F)cc2)s1)c1ccccc1	-8	1	i	-4	3.0	-6	-7	0	-1	2
CCOc1ccc(NCc2cccn2-c2nnc(N3CCC(C(=O)NCCCN4CCCCC4CC)CC3)s2)cc1 (stereo not drawn)	-3	-6	i	-11	0.4	-8	-17	6	-2	2
Cc1ccnc(NS(=O)(=O)c2cccc3nsnc23)c1	-4	-4	i	-2	-0.5	6	-20	-12	-4	-3
Cc1ccc2cc(C)c(NCCO)nc2c1	2	7	i	2	-1.9	-2	-1	-16	-3	6
COc1ccccc1C(=O)Nn1c(-c2cccs2)nc2ccccc2c1=O	1	0	i	1	-0.4	4	0	5	-1	-2
S=c1[nH]nc(-c2ccc3c(c2)OCO3)n1-c1ccccc1	2	9	i	-2	1.4	9	1	-5	0	-7
Cc1cccc(NC(=O)CNC(=O)[C@H]2O[C@@H](n3cnc4c(N)ncnc43)[C@H](O)[C@@H]2O)c1C	3	5	i	nt	-1.9	-14	1	3	-3	4
O=C(CCc1nnc2ccc(N3CCC4(CC3)OCCO4)nn12)NCc1ccc(F)cc1	-2	3	i	-9	1.3	13	6	-4	-2	-2
CCCCNC(=O)N1CCN(c2ncccn2)CC1	-1	1	i	-4	1.0	-1	-1	5	1	1
O=C1CS/C(=C\S(=O)(=O)c2ccc(Cl)cc2)N1	-1	2	i	-1	0.8	4	8	-13	-3	-8
COCc1nc2c([nH]1)c(=O)n(C)c(=O)n2CC(C)C	1	-5	i	-4	0.4	8	3	0	1	-3
COCOc1cccc(CN2CCC2(C)C(=O)Nc2ccc(OC)c(OC)c2)c1 (stereo not drawn)	-5	-4	i	nt	-3.9	10	2	7	2	3
O=C1c2ccccc2C(Nc2ccc(S(=O)(=O)N3CCOCC3)cc2)N1c1cccnc1 (stereo not drawn)	-1	-1	i	-4	-1.1	-3	1	3	2	0
O=S(=O)(c1cccc(Cl)c1Cl)N1CCCCC1	0	-4	i	2	-1.7	10	2	2	0	-3
Cc1cc(-c2nc3cccnc3s2)ccc1NS(=O)(=O)c1ccc2c(c1)OCCO2	-14	2	i	2	1.8	15	-6	-5	-1	5
Cc1cccc(C)c1-n1nnnc1C1(Nc2ccccc2)CCCCC1	-2	-2	i	-11	1.6	14	0	-3	5	-7
Cc1c(NC(=O)C(C)OC(=O)c2ccc(Cl)nc2)c(=O)n(-c2ccccc2)n1C (stereo not drawn)	4	1	i	-2	-0.8	-8	-1	-15	-2	-1

The list continues.
SMILES	DNMT1 block	NadD inh	Rpn11 inh	Scp1 inh	LMPTP inh	SKN-1 block	SUMO1 PPI mod	NRP1-CendR mod	STEP block	MT1-MMP act inh
CCCCSc1nnc([C@H](C)NC(=O)OC(C)(C)C)o1	-2	-2	i	-5	-2.0	18	1	-13	0	0
COc1cc(NC(=O)CN(c2ccc(C)cc2)S(=O)(=O)c2c(C)nn(C)c2C)cc(OC)c1	-3	-5	i	-9	0.0	11	2	7	-2	-4
c1nnc(-c2ccc3c(c2)OCO3)o1	-5	-4	i	-9	-1.3	2	1	8	-2	-3
COc1ccc(/C=C2/N=C(SCC(=O)Nc3cc(C)on3)N(c3ccccc3)C2=O)cc1	15	8	i	-3	-1.1	9	-2	-3	1	4
N/C(=N\OC(=O)c1ccc(Cl)cc1Cl)c1ccccn1	6	3	i	-1	-1.9	52*	2	6	-4	1
CCN(CC)C(=O)CN(c1cc(Cl)ccc1OC)S(C)(=O)=O	0	-7	i	2	-0.4	6	-3	11	4	4
CC(=O)NCCN1C(=O)S/C(=C\c2cccs2)C1=O	0	-5	i	-5	0.2	-2	-20	-3	2	1
COc1ccc(CN2C[C@@H](CO)O[C@@H](n3cnc4c(N5CCN(C)CC5)ncnc43)C2)cc1	0	-3	i	nt	-1.6	15	12	5	2	-2
N#C/C(=C\c1ccc(-c2ccc(S(=O)(=O)N3CCOCC3)cc2)o1)C(=O)NC1CC1	-14	5	i	-8	0.8	-3	-3	-1	0	-3
OCCC1CN(Cc2cc3ccccc3o2)CCN1Cc1ccc(F)cc1 (stereo not drawn)	-11	7	i	-5	0.8	10	-3	-95	5	3
CN(C)c1ccc(C(=O)Nc2nnc(C3=COCCO3)o2)cc1	2	2	i	-7	-1.1	2	-5	6	0	6
COc1ccc2nc(/N=C/c3cccc(OC)c3O)sc2c1	1	-6	i	-9	0.2	26	6	3	1	-1
Cn1ccnc1SCC(=O)Nc1ccc(Br)cc1C(F)(F)F	2	1	i	-2	-0.9	-2	3	12	1	-1
CSc1ncc(C(=O)Nc2cccc(Cl)c2)c(C)n1	-1	-5	i	-10	0.6	0	1	-7	-1	2
CNc1ccc(Br)cc(C(=O)/C=C/c2ccc(OC)cc2)c1=O	17	25	i	-9	20	6	31	-71	8	-18
C=CCn1c(=O)c2ccc(C(=O)NCc3ccccc3)cc2n(Cc2ccc(Cl)cc2)c1=O	10	2	i	-12	1.1	13	0	6	2	-5
COc1ccccc1NC(=O)NCc1nc(-c2ccc(C(F)(F)F)cc2)no1	12	-6	i	-5	5.0	8	-1	14	0	3
COC(=O)c1cc2ccsc2n1Cc1nc(-c2ccc(OC)cc2)oc1C	-6	-2	i	-14	3.9	0	2	-13	3	0
Cc1ccc(C(=O)NC(=S)NCCCN2CCOCC2)cc1	6	-5	i	-7	-1.7	5	3	4	1	2
CC1(c2ccc3c(c2)OCCO3)NC(=O)N(CC(=O)Nc2ccccc2F)C1=O (stereo not drawn)	9	-4	i	5	-1.4	14	2	-9	-4	1
COc1ccccc1-n1c(SCC(=O)Nc2ccc(Cl)cc2)nc(O)c(Cc2ccccc2)c1=O	-4	6	i	nt	-0.4	-1	4	-12	-4	9
COc1ccc(OC)c(NC(=O)c2sc3nc(Cc4ccccc4)cc(C(F)(F)F)c3c2N)c1	-3	-2	nt	-11	1.4	-5	-23	24*	-1	-48
O=c1c2cc(NC(=S)N3CCCCCC3)ccc2nc2n1CCCCC2	0	-5	i	0	-0.4	2	1	-7	0	2
Cc1nc2cc(NCc3ccc(Cl)cc3)ccc2n1C	0	-3	i	-6	0.2	28	5	-4	2	5
COc1ccc(C(=O)Oc2cc(/C=N/NC(N)=S)ccc2OC)cc1	-6	9	i	-8	0.9	0	-6	0	-2	6
O=C1CCC/C(=N\NC(=O)c2ccc(NS(=O)(=O)c3ccc(Br)cc3)cc2)C1	-6	-4	i	-6	-1.8	-8	3	-11	0	-3

Rewritten in CSV form: four of the compounds above
SMILES,DNMT1 block,NadD inh,Rpn11 inh,Scp1 inh,LMPTP inh,SKN-1 block,SUMO1 PPI mod,NRP1-CendR mod,STEP block,MT1-MMP act inh
CCCCSc1nnc([C@H](C)NC(=O)OC(C)(C)C)o1,-2,-2,i,-5,-2.0,18,1,-13,0,0
COc1cc(NC(=O)CN(c2ccc(C)cc2)S(=O)(=O)c2c(C)nn(C)c2C)cc(OC)c1,-3,-5,i,-9,0.0,11,2,7,-2,-4
c1nnc(-c2ccc3c(c2)OCO3)o1,-5,-4,i,-9,-1.3,2,1,8,-2,-3
COc1ccc(/C=C2/N=C(SCC(=O)Nc3cc(C)on3)N(c3ccccc3)C2=O)cc1,15,8,i,-3,-1.1,9,-2,-3,1,4

Compound profiles, as listed above. Screens in order: DNMT1 block | NadD inh | Rpn11 inh | Scp1 inh | LMPTP inh | SKN-1 block | SUMO1 PPI mod | NRP1-CendR mod | STEP block | MT1-MMP act inh
COc1ccc(/C=C2/N=C(SCC(=O)Nc3cc(C)on3)N(c3ccccc3)C2=O)cc1 is listed as 15 | 8 | i | -3 | -1.1 | 9 | -2 | -3 | 1 | 4
COC(=O)c1cc2ccsc2n1Cc1nc(-c2ccc(OC)cc2)oc1C is listed as -6 | -2 | i | -14 | 3.9 | 0 | 2 | -13 | 3 | 0
Cc1nc2cc(NCc3ccc(Cl)cc3)ccc2n1C is listed as 0 | -3 | i | -6 | 0.2 | 28 | 5 | -4 | 2 | 5
O=c1c2cc(NC(=S)N3CCCCCC3)ccc2nc2n1CCCCC2 is listed as 0 | -5 | i | 0 | -0.4 | 2 | 1 | -7 | 0 | 2
CNc1ccc(Br)cc(C(=O)/C=C/c2ccc(OC)cc2)c1=O is listed as 17 | 25 | i | -9 | 20 | 6 | 31 | -71 | 8 | -18
